From PubChem
rTrxR1 inhibitor – inhibitors of rat thioredoxin reductase 1; recombinant rTrxR1, NADPH fluorescence consumption, selenite substrate; O89049; 1% of 390,000 active; Potency, µM (series often up to 114 µM), for inactives: at the top dose activity change, negative = inhibition, actives largely listed as inhibitors; further: potency means the concentration at half of the fitted maximal effect; on the % scale 0 is the no-effect control and ±100 the full control effect; nearly all actives have a fitted effect of over 65% in size
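Rat TrxR1 (90 nM in the dispensed reagent) was pre-reduced with 400 uM NADPH for 5 min at room temperature, then incubated with compound for 15 min. After 400 uM selenite was added, NADPH fluorescence (Ex 340/Em 450 nm) was followed for 8 min.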
RGS4 inh – inhibitors of human regulator of G protein signaling 4 | P49798 | Transcreener GDP fluorescence polarization, RGS4-accelerated GTP hydrolysis | Potency, µM (titrated, usually from 114 µM), for inactives: top-dose activity change, negative = inhibition, usual class: inhibitors | 0.039% of 390,000 active; further: potency means the concentration at half of the fitted maximal effect; on the % scale 0 is the no-effect control and ±100 the full control effect; nearly all actives have a fitted effect of over 75% in size; some results filed as inactive show a strong effect at the top dose
Target sequence (P49798 whole entry, looked up): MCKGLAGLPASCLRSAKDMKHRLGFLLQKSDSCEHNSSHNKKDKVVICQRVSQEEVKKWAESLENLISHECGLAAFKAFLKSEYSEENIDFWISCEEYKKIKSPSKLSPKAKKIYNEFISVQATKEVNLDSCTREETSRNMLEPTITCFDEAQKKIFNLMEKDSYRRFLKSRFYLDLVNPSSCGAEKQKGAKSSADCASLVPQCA
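MLSMR compounds (23 nl, pin-transferred) preincubated 10 min at room temperature with a 500nM (2x) first reagent, then RGS4 at 900nM (2x) plus Transcreener GDP mix added; fluorescence polarization (620/688 nm) read before and after 90 min at 30 °C.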
IDH1 R132H inh – human IDH1 R132H inhibition. 0.093% of 390,000 active. IDH1-R132H enzyme, NADPH consumption, diaphorase/resazurin fluorescence. Potency, µM (series often up to 76.6 µM), inactives show top-dose activity change, negative = inhibition, usual class: inhibitors; further: potency means the concentration at half of the fitted maximal effect; on the % scale 0 is the no-effect control and ±100 the full control effect; nearly all actives have a fitted effect of over 65% in size
Target sequence (O75874 whole entry R132H, stated change not applied): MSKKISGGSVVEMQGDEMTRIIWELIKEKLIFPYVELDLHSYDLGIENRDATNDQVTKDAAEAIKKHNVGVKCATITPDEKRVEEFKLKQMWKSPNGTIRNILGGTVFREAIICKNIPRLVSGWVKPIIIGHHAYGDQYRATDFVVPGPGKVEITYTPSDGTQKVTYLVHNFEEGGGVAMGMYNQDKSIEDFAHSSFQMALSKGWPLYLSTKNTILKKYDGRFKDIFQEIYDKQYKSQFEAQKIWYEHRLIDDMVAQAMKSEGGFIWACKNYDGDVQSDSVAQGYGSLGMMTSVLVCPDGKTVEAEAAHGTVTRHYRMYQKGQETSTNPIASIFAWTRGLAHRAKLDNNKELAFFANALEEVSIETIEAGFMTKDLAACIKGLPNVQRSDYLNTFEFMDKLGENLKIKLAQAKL
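IDH1-R132H (0.5 ug/mL) preincubated 30 min with compound, then NADPH (0.016 mM) and alpha-KG (2 mM) added; 80 min at RT, pH 7.5. Remaining NADPH coupled via diaphorase/resazurin to fluorescence (540/590 nm); concentration-response curves normalized to no-enzyme control.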
USP1 inh – USP1/UAF1 (human) deubiquitinase inhibition. recombinant USP1/UAF1, Ub-Rhodamine cleavage fluorescence. 0.23% of 390,000 active. Potency, µM (series often up to 57.1 µM), without a hit: at the highest dose activity change, negative = inhibition, most hits filed as inhibitors. O94782. AID 743255; further: potency means the concentration at half of the fitted maximal effect; on the % scale 0 is the no-effect control and ±100 the full control effect; nearly all actives have a fitted effect of over 60% in size; inactives centre near -12
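1 nM enzyme complex + cpd, 15 min RT; start with Ub-Rho 150nM final; kinetic fluorescence ex 480/em 540, 6 reads q60 s. Buffer 50mM HEPES pH 7.8, 0.5mM EDTA, 0.1 mg/ml BSA, 1mM TCEP, 0.01% Tween-20.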
Glioma ERSR ind – induces the endoplasmic reticulum stress response in human glioma cells. U87-MG GRP78 promoter luciferase reporter, 16 h. Potency, µM, for inactives: at the top dose activation, actives largely listed as activators. 0.02% of 420,000 active; further: potency means the concentration at half of the fitted maximal effect; series mostly up to about 76 µM; % of control where 0% means no effect; nearly all actives have a fitted effect of over 35% in size
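ERSR induction read as luciferase luminescence (Bright-Glo, 10 min at room temperature) in stably transfected human U87-MG glioma cells exposed to compounds for 16 h, using GRP78 as sensor.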
Vif-A3F inh – blocks the Vif interaction with APOBEC3F | HeLa A3F-eYFP + Vif (tagged APOBEC3F with the HIV-1 protein that degrades it), YFP fluorescence increase | Potency, µM (titrated, usually from 46.1 µM), for the others: at the highest dose activity, negative = active | 0.2% of 390,000 active | AID 602313; further: potency means the concentration at half of the fitted maximal effect; % of control where 0% means no effect; nearly all actives have a fitted effect of over 65% in size
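HeLa cells stably expressing Vif plus C-terminally eYFP-tagged A3F were seeded, incubated overnight at 37 deg C, dosed with compound, incubated overnight again at 37 deg C. Yellow fluorescence (Ex 488/Em 500-530) reported blocked Vif-mediated A3F-eYFP degradation.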
TrxR1 substrate – is turned over as a substrate by rat TrxR1. 0.01% of 390,000 active. O89049. AID 588456. purified TrxR1 substrate turnover, NADPH consumption readout. Potency, µM (doses to about 114 µM), without a hit: top-dose activity change, negative = substrate turnover; further: potency means the concentration at half of the fitted maximal effect; on the % scale 0 is the no-effect control and ±100 the full control effect; nearly all actives have a fitted effect of over 50% in size
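Rat TrxR1, dispensed at 90 nM, was prereduced with 400 uM NADPH (final) for 5 min at ~22 deg C, then incubated with compound 15 min before 400 uM selenite. A first-read NADPH fluorescence drop versus no-compound background flagged substrates.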
Vif-A3G inh – blocks the Vif interaction with human APOBEC3G; Potency, µM (top dose mostly 46.1 µM), without a hit: top-dose activity, negative = active, most hits filed as inhibitors; HeLa A3G-eYFP + Vif (tagged APOBEC3G with the HIV-1 protein that degrades it), YFP fluorescence, overnight; 0.076% of 410,000 active; Q9HC16;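 further: potency means the concentration at half of the fitted maximal effect; on the % scale 0 is the no-effect control and ±100 the full control effect; nearly all actives have a fitted effect of over 60% in size; hits raise eYFP signal because A3G escapes Vif-driven loss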
Target sequence (Q9HC16 whole entry, looked up): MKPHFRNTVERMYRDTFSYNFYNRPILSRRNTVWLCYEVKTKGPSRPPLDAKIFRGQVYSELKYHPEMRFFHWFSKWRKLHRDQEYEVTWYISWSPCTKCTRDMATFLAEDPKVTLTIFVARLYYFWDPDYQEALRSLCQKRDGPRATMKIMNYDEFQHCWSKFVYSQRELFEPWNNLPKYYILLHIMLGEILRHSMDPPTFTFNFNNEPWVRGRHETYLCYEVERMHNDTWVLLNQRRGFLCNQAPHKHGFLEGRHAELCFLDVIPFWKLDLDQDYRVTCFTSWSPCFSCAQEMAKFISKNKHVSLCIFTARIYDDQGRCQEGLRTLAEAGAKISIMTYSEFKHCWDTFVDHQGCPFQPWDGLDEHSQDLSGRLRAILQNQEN
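Read-out is eYFP fluorescence (Ex 488/Em 500-530) from Vif-expressing HeLa A3G-eYFP cells; more signal means A3G escaped Vif-mediated degradation. Cells plated overnight, compound pinned in, incubated overnight at 37 deg C.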
LDHA block – blocks human lactate dehydrogenase A. P00338. activity change, % (values are at about 110 or 230 µM). purified LDHA, NADH/diaphorase-resazurin fluorescence; active compounds read low. 0.15% of 480,000 active; in the data active means activity change below about -30%; inconclusive means mostly about -25% to -30%;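 further: plate controls were DMSO wells for no effect and wells without enzyme for full effect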
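Enzyme activity of human lactate dehydrogenase 5 (2 nM; 0.06 mM NADH, 0.2 mM pyruvate, 5 min, RT) is measured via a resazurin/diaphorase fluorescence readout of residual NADH.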
Active calls of the source: *; ? = inconclusive; / = not tested or not shown; & = joins results of further samples; [ ] = dose if it differs, or a comment. Unless noted, the call rests on the fitted dose curve; in most records, active means well fitted curve in the direction sought with a large enough effect; inconclusive means small, poorly fitted or top-dose-only effect, or another doubt; inactive means no such curve, though single readings can be large; an effect the other way counts as inactive or inconclusive. Some of the compounds tested; count on the stated rates, not on these rows.

SMILES | rTrxR1 inhibitor | RGS4 inh | IDH1 R132H inh | USP1 inh | Glioma ERSR ind | Vif-A3F inh | TrxR1 substrate | Vif-A3G inh | LDHA block
COc1cc(-c2nnc3n(CCc4ccccc4)c(=O)c4ccccc4n23)cc(OC)c1OC | 17.1% | -8.7% | -1.5% | -20.8% | 1.3% | 0.6% | 15.3% | 1.8% | -7.0
CCCCCCCOC(=O)c1ccc(OC(=O)c2cccnc2)cc1 | 19.7% | 0.7% | -2.3% | -17.9% | 4.5% | -2.0% | -5.6%[57.1 µM] | 0.5% | 8.0
Cc1ccccc1Nc1c(-c2ccc(N3CCOCC3)cc2)nc2ccccn12 | -5.0% | -12.2% | -4.7% | -6.6% | -0.1% | -4.6% | 267.8%[activator] | -1.1% | -3.8
CCn1ncc(C(=O)Nc2ccccc2C)c1C | 11.1% | 5.0% | -0.1% | -17.4% | 0.2% | -2.9% | -2.7% | 0.6% | -5.1
O=C(CNCc1ccccn1)Nc1cc(C(F)(F)F)ccc1N1CCOCC1 | 11.5% | 9.4% | -2.7% | -15.4% | -7.2% | 11.5% | -5.7% | 2.2% | ?
CC1CCc2c(sc3nnn(CC(=O)Nc4c(C(C)C)cccc4C(C)C)c(=O)c23)C1 (stereo not drawn) | 19.7% | -1.5% | -4.0% | -2.3% | -4.2% | -6.0% | -2.4% | 3.4% | -11.3
COc1ccc(-c2csc(NC(=O)CSc3n[nH]c(N)n3)n2)cc1 | -0.6%[57.1 µM] | ? | 7.4% | -2.6% | 1.0% | 1.5% | -9.1% | -1.5% | -4.4
CS(=O)(=O)c1ccccc1-c1nnc(NC(=O)c2ccc3ncsc3c2)o1 | -8.8%[57.1 µM] | -0.7% | -10.9% | -15.5% | 0.3% | 7.7% | -5.2%[57.1 µM] | -2.8% | 2.4
Cc1onc(-c2ccccc2)c1CNS(=O)(=O)c1cccc(Br)c1 | 23.9%[57.1 µM] | 12.6% | -0.1% | -16.0% | -4.4% | 6.0% | 8.0%[57.1 µM] | 0.0% | -1.3
COc1ccc(/C=C2/CCC(CN3CCOCC3)C2=O)cc1 (stereo not drawn) | 1.58µM* | ? | -2.8% | -22.5% | -13.7% | -14.4% | 9.2%[11.4 µM] | -12.5% | -1.8
COC(=O)C(C)N1C(=O)S/C(=C/c2cc(C)n(C(C)C)c2C)C1=O (stereo not drawn) | -31.7% | -26.2% | 4.9% | -15.5% | 1.3% | 0.5% | -20.1% | 0.8% | 8.6
Cc1cc(=O)[nH]c(SCC(=O)Nc2ccc(S(N)(=O)=O)cc2)n1 | 35.7% | -26.8% | -5.8% | -25.7% | -3.3% | 5.9% | 7.0% | -1.3% | -7.7
COC(=O)c1ccc2c(C)c(C(C)(C)O)[nH]c2c1 | 76.4% | -17.6% | 17.2% | -19.4% | 2.7% | -0.2% | 426.8%[activator][57.1 µM] | 4.8% | -1.2
COCCCn1c(CCC(=O)O)ccc1-c1ccc(F)cc1 | -12.9%[57.1 µM] | 11.7% | 5.0% | -14.6% | 0.7% | 5.9% | 93.3%[activator][57.1 µM] | -0.2% | -2.9
Cc1ccc(C(=O)O)cc1NC(=O)c1cccs1 | -4.1% | -1.8% | -1.7% | -13.6% | -0.6% | -8.8% | 0.0% | -0.9% | -4.6
Cc1ccc(C)n1-c1ccc(N2CCOCC2)c(Br)c1 | 18.3%[57.1 µM] | -15.5% | 2.0% | -7.5% | -5.3% | -18.6% | -5.8% | -12.2% | 6.4
CC(C(=O)Nc1ccc2c(c1)OCO2)n1cnc2c1c(=O)n(C)c(=O)n2C (stereo not drawn) | 21.2% | -28.8% | -0.2% | -8.0% | -2.8% | 2.0% | 2.9% | -6.7% | -4.3&-17.8
O=C1C(Nc2ccccc2)=CC(c2ccc(Br)cc2)N1c1ccccc1 (stereo not drawn) | ? | -24.6% | -3.3% | -17.2% | 0.1% | 0.8% | -4.4% | 2.0% | 0.7
Cc1ccc(S(=O)(=O)N2CCC(C(=O)OCC(=O)NC3(C#N)CCCCC3)CC2)cc1C | 11.2% | 0.9% | -1.0% | -16.2% | -3.6% | -18.9% | -3.7% | 0.7% | -4.1
COC(=O)c1nc2n(n1)C(c1ccc(OC)c(OC)c1)C(C(=O)OC1CCCCC1)=C(C)N2 (stereo not drawn) | -5.6% | 5.2% | 0.0% | -15.8% | 1.6% | -8.3% | -8.2% | 0.1% | -11.1
COc1cccc(NC(=O)NC2CCN(CC(=O)Nc3ccccc3[N+](=O)[O-])CC2)c1 | 2.7% | 24.3% | -5.9% | -6.1% | 1.7% | -9.0% | -2.4% | -4.4% | -5.7
O=C(Nc1cccc2ncccc12)C(c1ccccc1)c1ccccc1 | 29.4% | -42.8%[56.9 µM] | 0.7% | -22.4% | -2.7% | -0.9% | -0.4% | 1.0% | 1.6&1.2
Cc1cc(C(=O)CSc2nnc(-c3ccncc3)n2-c2ccccc2)c(C)n1C | ? | -51.4% | 4.9% | -27.3% | -1.2% | -2.2% | -4.5% | 0.1% | 13.8
Cc1cccc(C(=O)N[C@H](C(=O)Nc2ncc(C)s2)C(C)C)c1 | 12.6%[57.1 µM] | 3.4% | 4.5% | -17.0% | -5.2% | ? | -5.5%[57.1 µM] | -3.3% | -2.2

Compounds listed so far with a COOH group, in the order listed:
SMILES | rTrxR1 inhibitor | RGS4 inh | IDH1 R132H inh | USP1 inh | Glioma ERSR ind | Vif-A3F inh | TrxR1 substrate | Vif-A3G inh | LDHA block
COCCCn1c(CCC(=O)O)ccc1-c1ccc(F)cc1 | -12.9%[57.1 µM] | 11.7% | 5.0% | -14.6% | 0.7% | 5.9% | 93.3%[activator][57.1 µM] | -0.2% | -2.9
Cc1ccc(C(=O)O)cc1NC(=O)c1cccs1 | -4.1% | -1.8% | -1.7% | -13.6% | -0.6% | -8.8% | 0.0% | -0.9% | -4.6

Additional compounds follow.
SMILES | rTrxR1 inhibitor | RGS4 inh | IDH1 R132H inh | USP1 inh | Glioma ERSR ind | Vif-A3F inh | TrxR1 substrate | Vif-A3G inh | LDHA block
COc1ccc(-c2ccc(=O)n(CC(=O)Nc3ccc(OC)c(OC)c3)n2)cc1 | -3.4%[57.1 µM] | -30.7% | 9.3% | -11.6% | -3.5% | -4.6% | -1.3%[57.1 µM] | -0.6% | 1.7
O=C(CN1CCN(S(=O)(=O)c2ccccc2F)CC1)NCC1(N2CCOCC2)CCCCC1 | 7.4% | -1.8% | 1.8% | -21.2% | -2.1% | -3.7% | 3.1% | -3.0% | -0.3
CCOC(=O)N1CCC(NC(=O)C2CCN(C(=O)N3CC(C)Oc4ccc(C)cc43)CC2)CC1 (stereo not drawn) | 2.8% | -5.5%[56.9 µM] | 1.5% | -7.3% | -8.7% | -1.6% | -9.5% | -3.2% | -0.5
CCc1ccc(S(=O)(=O)c2nnn3c2nc(Nc2ccc(C)c(Cl)c2)c2sccc23)cc1 | 16.1% | -21.8% | 17.9% | -11.8% | -2.7% | 3.4% | 12.7% | 1.0% | 2.8
COc1ccc(N(CC(=O)NCc2ccc3c(c2)OCO3)S(C)(=O)=O)cc1OC | 31.1%[activator] | 15.6% | 3.4% | -19.2% | -3.7% | -5.7% | 12.1% | 0.7% | -15.1
O=S(=O)(c1ccccc1)N1CCN(Cc2cccc(Cl)c2)CC1 | 4.0% | -45.5% | 13.3% | -11.3% | -1.7% | -4.1% | -10.8% | -0.9% | -15.5
COc1ccc2nc(NC(=O)CSc3nnnn3C)sc2c1 | -2.1% | -7.5% | 4.2% | 4.5% | 1.7% | -7.2% | -6.5% | -9.1% | -1.3
CC12CCC(=O)N1C(C(=O)Oc1cccc(F)c1)CS2 (stereo not drawn) | / | / | 1.0% | -17.0% | 0.7% | -0.6% | / | 4.9% | 0.0
CN(C)C(=O)NC1c2ccccc2-c2ccccc21 | -8.3% | 19.8% | 4.4% | -18.6% | -6.1% | 7.5% | -10.1% | 2.2% | -1.9
COCCNC(=O)c1cc2c(=O)n3cccc(C)c3nc2n(Cc2ccncc2)c1=N | -94.3% | 0.6% | 0.0% | -14.7% | -1.0% | -10.2% | / | -1.2% | -4.6
COc1ccc([C@H]2CC(=O)C=C(c3ccc4c(c3)OCO4)C2)cc1 | 27.4%[57.1 µM] | 7.1% | -1.1% | -27.9% | -1.7% | 5.9% | 6.6%[57.1 µM] | -4.2% | -0.4
Cc1cc(=O)[nH]c(/N=C(\N)Nc2cccc3ccccc23)n1 | -0.5%[57.1 µM] | ? | 18.1% | -14.2% | -11.4% | 5.0% | -2.6%[57.1 µM] | -11.6% | -7.9
CC(=O)Nc1ccc(S(=O)(=O)NCC2CCC(C(=O)NC3CCCCCC3)CC2)cc1 (stereo not drawn) | 4.2% | -10.7% | 2.8% | -6.6% | -4.4% | -8.0% | 4.3% | 0.5% | -5.1
O=c1oc2c(CN3CCOCC3)c(O)ccc2cc1-c1ccccc1 | 13.7%[57.1 µM] | 2.6% | -2.3% | -16.1% | 0.9% | 0.7% | 179.8%[activator][57.1 µM] | -3.7% | 1.9
